From PubChem
RmlC RmlD mix = inhibitors of RmlC and RmlD coupled enzymes. inhibition, % at 5.5 µM. RmlC/RmlD coupled enzyme inhibition, 384-well mixture HTS. 110,000 compounds, 0.39% hits; in the data active = inhibition above about 30%, passing the limit was not always enough; inconclusive = no clear call, values can overlap the other calls; note: strong numbers were not always called active
HIV RNase H inh = blocks HIV-1 RNase H cleavage of RNA/DNA duplex; inhibition, % at 10 µM; P04585; RT-RNase H RNA/DNA duplex cleavage, fluorescence; 65,000 compounds, 1.9% hits; in the data active = inhibition above about 50%
Starred values were filed as active, the others as inactive; u = inconclusive; x = not tested or not shown.

Values run as follows: RmlC RmlD mix | HIV RNase H inh
> CN1CCCCC1c1ccc(-c2cccnc2)nc1 (centres undefined)
→ 10 | x
> Oc1ccc(Nc2nc3ccccc3nc2Nc2ccc(O)cc2)cc1
→ 93 | x
> Cc1ccc2c(c1)N(CCC(=O)NCc1ccco1)C(=O)CO2
→ 8 | -26
> O=C(CCc1nc(-c2ccccc2F)no1)NCCN1CCOCC1
→ 9 | -25
> CN1CCN(CCC(=O)OC2CC3CCC(C2)N3C)CC1 (centres undefined)
→ 1 | x
> CC(=O)c1c(C)cc(C)c(CSc2nnc(-c3ccco3)o2)c1C
→ 14 | -14
> C=CCc1c(C)nc(SC(C)C)[nH]c1=O
→ 3 | 3
> Cc1cc(C)n(Cc2ccc(C(=O)O)o2)n1
→ x | -13
> Cc1cc(C)n(Cc2ccc(C(=O)NCc3ccco3)o2)n1
→ 4 | -3
> CCOc1ccc(Nc2nc(Cc3nnc(SCC(=O)NC4CCCCC4)n3C)cs2)cc1
→ -11 | x
> Cc1ccc(Cl)cc1N1CCN(Cc2nnnn2Cc2ccco2)CC1
→ x | -11
> O=C(c1ccc(=O)oc1)N1CCN(c2ccc(F)cc2)CC1
→ 14 | 1
> CCN(CC)c1ccc(-c2nc3cnccc3n2C)cc1
→ 4 | -3
> COc1ccc(-c2csc(NC(=O)C3CCCCN3S(=O)(=O)c3ccccc3)n2)cc1 (centres undefined)
→ -10 | x
> O=C(COc1ccccc1)Nc1cccc(-c2nc3cc4ccccc4cc3[nH]2)c1
→ -128 | x

Quoted at random: three records from the list.
Values run as follows: RmlC RmlD mix | HIV RNase H inh
> O=C(COc1ccccc1)Nc1cccc(-c2nc3cc4ccccc4cc3[nH]2)c1
→ -128 | x
> O=C(CCc1nc(-c2ccccc2F)no1)NCCN1CCOCC1
→ 9 | -25
> CCOc1ccc(Nc2nc(Cc3nnc(SCC(=O)NC4CCCCC4)n3C)cs2)cc1
→ -11 | x

Later entries.
Values run as follows: RmlC RmlD mix | HIV RNase H inh
> O=S(=O)(c1ccc(F)cc1)c1nc(-c2ccc(F)cc2)oc1NCCN1CCOCC1
→ -11 | 2
> CC(C)NC(=O)c1cc(-c2ccco2)nn1-c1ccc(Cl)cc1
→ 2 | x
> Cc1ccc(S(=O)(=O)N(C)CC(=O)N2CCN(C(=O)c3ccco3)CC2)cc1
→ 1 | -22
> COCCn1c(=O)[nH]c2cc(C(=O)NCCN3CCN(c4ccccc4)CC3)ccc2c1=O
→ 14 | -3
> COc1ccc(-c2cc(C3CC3)nc3sc(C#N)c(N)c23)cc1
→ -60 | x
> Cc1ccc(Cn2c(=O)sc3ccccc3c2=O)cc1
→ 4 | x
> C=CCSc1nnc2n(-c3ccccc3OC)c(=O)c3c4c(sc3n12)CCC4
→ 9 | -24
> Cc1nc(N2CCOCC2)c2cc(-c3ccccc3)sc2n1
→ 6 | -54
> O=C(NC(=S)Nc1ccc(N2CCCCC2)c(Cl)c1)c1cccs1
→ -10 | x
> CC1CCc2nn(CC(=O)N3CCCCCC3)cc2C1 (centres undefined)
→ -7 | -5
> c1ccc(-c2csc3nnc(SCc4ccc5c(c4)OCO5)n23)cc1
→ 46 | -111
> CCOc1ccc2nc(NC(=O)C(NS(=O)(=O)c3cccc4nsnc34)C(C)C)sc2c1 (centres undefined)
→ -1 | x
> O=C(CCc1nc(-c2ccccc2)c(-c2ccccc2)o1)OCc1ccc(Cl)cc1
→ 7 | x
> CC(C)Sc1nc(N2CCOCC2)c2c(c1C#N)CC(C)(C)N(C)C2
→ 5 | x
> C=CCOC(=O)C1=C(C)OC(N)=C(C#N)C1c1ccc(F)cc1 (centres undefined)
→ x | -84
> COc1ccc(CC(=O)c2c(O)cc(O)cc2O)cc1OC
→ 12 | x
> COc1ccc(CNS(=O)(=O)c2cc(OCC(N)=O)c(C)cc2Cl)cc1
→ -9 | x
> CCNC(=S)N/N=C/c1ccc(OCC(=O)Nc2ccc(C)cc2)cc1
→ 10 | x
> CC1CCN(C(=O)COC(=O)c2ccc(Br)o2)CC1
→ -10 | x
> O=C(CNS(=O)(=O)c1ccc(C(=O)N2CCOCC2)cc1)N1CCOCC1
→ -14 | -7
> CCC1(c2ccccc2)C(=O)NCNC1=O
→ -7 | -2
> CC(CN1CCNCC1)(NS(=O)(=O)c1ccccc1)c1ccccc1 (centres undefined)
→ -57 | 0
> Cc1ccc(/C=N/Nc2ncc(Cl)cc2Cl)s1
→ 7 | x
> CCN(CC)CC(=O)NN=C(c1ccccc1)c1ccccc1
→ -4 | x
> CCNc1nc(NCC)nc(N/N=C/c2ccc([N+](=O)[O-])o2)n1
→ 9 | x
> CCOC(=O)c1ccc(COC(=O)c2ccc3c(c2)-c2ccccc2C3=O)cc1
→ 10 | x
> COc1ccc(C2=NO[C@@H]3C(=O)N(C4CCCCC4)C(=O)[C@H]23)cc1OC
→ -9 | 2
> COc1cccc(-c2nc(Cc3ccc(OC)c(OC)c3)no2)c1
→ 7 | -50
> CCC(C)NC(=O)Cc1cn(C)c2ccccc12 (centres undefined)
→ -10 | x
> Cc1oc(-c2ccc(Cl)cc2)nc1CS(=O)CC(=O)NCCN1CCCC1 (centres undefined)
→ -8 | -4
> O=C1OC(c2ccccc2)/C(=C(/O)c2ccc(Cl)cc2)C1=O (centres undefined)
→ -2 | x
> COc1ccc(Oc2nc(C)cc(C)c2C#N)cc1
→ -14 | -12
> CCOC(=O)c1c(C)nc2c(c1C)/C(=N/O)CC(C)(C)C2
→ -14 | 0
> O=C(NCc1ccccc1)c1ccc(F)c(S(=O)(=O)N2CCOCC2)c1
→ 10 | -20
> CCC(=O)N1CCN(c2ccc(Cl)cc2NC(=O)c2ccc(N3CCCC3)c([N+](=O)[O-])c2)CC1
→ 6 | x
> O=C(NCCc1ccccc1)C1CCCN1C(=O)NCc1ccccc1 (centres undefined)
→ 3 | -9
> COc1ccc(Nc2oc(COc3ccc(C)cc3)nc2C#N)cc1
→ 12 | x
> CCOC(=O)c1c(C)c(C(=O)NCCCOC(C)C)c(C)n1C
→ 4 | -3
> Cc1nc(SCC(=O)Nc2ccccc2)c2oc3ccccc3c2n1
→ -1 | 18
> COc1ccccc1CN(CC(=O)NCc1ccco1)C(=O)CNS(=O)(=O)c1ccccc1
→ 8 | 6
> CC1=NN(c2ccccc2)C(=O)C1N=Nc1ccc(N)cc1 (centres undefined)
→ 11 | x
> CC12CCC(C(=O)Nc3ncc([N+](=O)[O-])s3)(OC1=O)C2(C)C (centres undefined)
→ 12 | x
> CNC(=O)c1ccc(N(Cc2ccccc2)S(C)(=O)=O)cc1
→ -9 | -3
> CC(C)N(Cc1nnc(-c2ccccc2Cl)o1)C(=O)c1cccc(C#N)c1
→ x | -2
> CN(C(=O)c1cc2n(n1)C(C(F)(F)F)CC(c1ccco1)N2)c1ccc(OC(F)(F)F)cc1 (centres undefined)
→ -5 | -23
> O=C(OC(C(=O)NCC1CCCO1)c1ccc(F)cc1)c1ccco1 (centres undefined)
→ -7 | -3
> COc1ccc(OC)c(N(CC(=O)NC2CC2)S(=O)(=O)c2ccc(C)cc2)c1
→ 1 | -4
> COC(=O)CCN(C(=O)C12CC3CC(CC(C3)C1)C2)c1ccccn1
→ -13 | x
> COc1cc(C=O)ccc1OCCSc1ccc(Cl)cc1
→ -8 | x
> O=C(Nc1ccccc1)O/N=C/c1ccccc1Cl
→ -10 | x
> CCOC(=O)c1c(NC(C)=O)sc2c1CCC(C=NCCCN(CC)CC)=C2Sc1ccccc1
→ 65 | x
> Cn1c(=O)c2c(nc(NCc3cccnc3)n2Cc2ccc(Cl)cc2)n(C)c1=O
→ -5 | x
> COCCCNC(=O)CCc1nc(-c2ccccc2Cl)no1
→ -11 | -4
> COC(=O)c1ccccc1NC(=O)CSc1nnc(C(CO)NC(=O)c2ccccc2)n1C (centres undefined)
→ x | 2
> CC(=O)N1CCCc2cc(S(=O)(=O)NCc3ccc(C)cc3)ccc21
→ 6 | -19
> Cc1ccc(/C=C(/C#N)c2nc(CCN3C(=O)c4ccccc4C3=O)cs2)cc1
→ 7 | x
> COc1ccc(CNc2nc(-c3cccnc3)nn2C(=O)c2ccco2)cc1
→ 1 | -23
> CC(=O)OC1(c2ccccc2)CCN(C2CCCCC2)CC1C (centres undefined)
→ 6 | x
> O=C(N/N=C/C1CCCCC1)c1ccccn1
→ 4 | x
> O=C(CCn1c(=S)[nH]c2cc3c(cc2c1=O)OCO3)NCCN1CCCC1
→ x | -9

Next part, starting with the last 4 of the part before.
Values run as follows: RmlC RmlD mix | HIV RNase H inh
> COc1ccc(CNc2nc(-c3cccnc3)nn2C(=O)c2ccco2)cc1
→ 1 | -23
> CC(=O)OC1(c2ccccc2)CCN(C2CCCCC2)CC1C (centres undefined)
→ 6 | x
> O=C(N/N=C/C1CCCCC1)c1ccccn1
→ 4 | x
> O=C(CCn1c(=S)[nH]c2cc3c(cc2c1=O)OCO3)NCCN1CCCC1
→ x | -9
> Cc1nc2ccccc2c2oc(C(=O)N3CCc4ccccc43)cc12
→ 3 | -64
> COc1ccc(NC(=O)N2CCN(c3nc(-c4cccc(OC)c4)cs3)CC2)cc1
→ 9 | 12
> CC(NC(=O)Nc1ccc(Cl)cc1)C(c1cccs1)N1CCOCC1 (centres undefined)
→ -11 | x
> COc1ccc(C(=O)O)cc1NS(=O)(=O)c1cccc2nsnc12
→ -2 | -11
> COc1ccccc1N1CCN(C(=O)C(C)N(c2ccc(C)cc2)S(C)(=O)=O)CC1 (centres undefined)
→ -2 | -13
> Cc1nc2c(c(=O)n1CCC(C)C)c1nc3ccccc3nc1n2Cc1ccc2c(c1)OCO2
→ -10 | 7
> C/C=C/Cn1c(SCCCc2ccccc2)nc2c1c(=O)[nH]c(=O)n2C
→ -6 | -14
> COc1ccccc1-n1c(C)nc(=O)c(-c2ccccc2)c1C
→ -4 | -4
> CC(C)c1ccccc1NC(=S)NN(Cc1ccccc1)c1ccccc1
→ -17 | x
> CC1(C)N(O)CC(c2cccs2)=[N+]1[O-]
→ 8 | -5
> CN(Cc1ccccc1)c1oc(-c2ccco2)nc1C#N
→ x | -50
> Cc1ccc(-c2cc(C)nc3ncnn23)cc1
→ -13 | 1
> c1ccc(-n2ncc3c(NCc4ccco4)ncnc32)cc1
→ -16 | -4
> O=C(NCc1ccccc1)c1ccc(Cl)cc1[N+](=O)[O-]
→ 1 | x
> CC1=C(C(=O)Nc2ccc(C)cc2C)C(c2ccc([N+](=O)[O-])cc2)n2ncnc2N1 (centres undefined)
→ -8 | x
> OC(CSc1c(Cl)cccc1Cl)CN1CCN(c2ccc(F)cc2)CC1 (centres undefined)
→ -15 | x
> CC(=O)Nc1cccc(-c2nnc(-c3ccccc3)o2)c1
→ 11 | -10
> CCCC(=O)Nc1cccc(-c2cn3ccsc3n2)c1
→ 3 | -30
> O=C1CC(c2ccccc2)c2cc(O)ccc2O1 (centres undefined)
→ -7 | 46
> Cc1ccccc1CS(=O)(=O)Cc1ccc(C(=O)NCC2CCCO2)o1 (centres undefined)
→ x | -13
> CCCCOc1ccc(NC(=O)CSc2nnnn2C)cc1
→ 0 | -3
> COc1ccc(N2C(=O)CCC(C(=O)c3ccccc3)=C2C)cc1
→ -4 | -11
> CN(C)CCNC(=O)c1ccc(-c2nn(C)c(=O)c3ccccc23)cc1
→ 5 | x
> O=C(COC(=O)CCC1CCCCC1)Nc1ccc(OC(F)F)cc1
→ 4 | x
> CC(C)(C)c1ccc(CS(=O)(=O)CC2(O)CCN(C(=O)c3cccc(C(F)(F)F)c3)CC2)cc1
→ 5 | x
> COc1ccc(CCn2c(=N)c(C(=O)NCc3ccco3)cc3c(=O)n4cccc(C)c4nc32)cc1
→ -7 | 64*
> Cn1c(Cn2c(=O)sc3ccccc32)nnc1SCC(=O)N1CCN(c2ccccc2)CC1
→ x | -23
> CCc1cc2cc(C(=O)Nc3ccccc3F)sc2s1
→ 6 | -7
> COc1ccc(CCNc2oc(-c3ccccc3OC)nc2C#N)cc1OC
→ 13 | -32
> Cc1cc(C(=O)NCc2cc(C)n(C)n2)sc1-c1ccccc1
→ -17 | 2
> O=C(O)C1=C[C@@H](c2csc3ccccc23)C[C@@H](OCc2ccc(CO)cc2)O1
→ 8 | x
> O=C(CCNc1cccc(C(F)(F)F)c1)c1ccco1
→ -31 | -14
> COc1ccc(-n2nnnc2-c2cnc(N3CCCC3)nc2C(F)(F)F)cc1
→ 9 | x
> COc1ccc(OC(C)C(=O)N2CC(C)OC(C)C2)cc1 (centres undefined)
→ 1 | 0
> COc1ccc(-c2cc(C(=O)Nc3cc(C)nn3-c3ccccc3)no2)cc1
→ 10 | x
> CCOc1cc(C(=O)Nc2nnc(C)s2)cc(OCC)c1OCC
→ 7 | -1
> CCC(C)C(=O)Nc1nc2c(s1)C(=O)CC(C)(C)C2 (centres undefined)
→ 7 | -8
> COc1ccccc1NC(=O)C(=O)N/N=C(\C)CC(=O)Nc1ccc(OCc2ccccc2)cc1
→ u | x
> CC(C)N(CCCNC(=O)CC1Oc2ccccc2NC1=O)Cc1ccccc1 (centres undefined)
→ 8 | 0
> CCn1cc(C(=O)NCc2ccc(Cl)cc2)c(=O)c2cc(S(=O)(=O)N3CCOCC3)ccc21
→ 1 | -27
> Cc1cccc(N2CC(C(=O)OCC(=O)c3ccc(OC(=O)c4cccs4)cc3)CC2=O)c1C (centres undefined)
→ -10 | x
> COc1ccccc1NC(=O)CSc1nnc(-c2ccc(NC(C)=O)cc2)n1C
→ 7 | -3
> CCOc1cc(C2CC(=O)NC3=C2C(=O)C(C(=O)OC)C(C)C3)cc(Cl)c1O (centres undefined)
→ -2 | -3
> COc1ccccc1-c1nc(C#N)c(N2CCN(Cc3ccccc3)CC2)o1
→ x | -15
> CC(=O)Nc1ccc(OCC(O)Cn2cnc3ccccc32)cc1 (centres undefined)
→ 5 | x
> Cc1cc(NC(=O)CSc2nc3ccccc3n2CC(=O)N2CCCCC2)no1
→ -16 | -10
> CC(C)(C)C(=O)[C@H]1[C@H](c2ccccc2)[C@@]2(N=C(c3ccccc3)OC2=O)C2c3ccccc3C=NN21 (some centres undefined)
→ 54 | x
> CCOc1ccc(NC(=O)CN(C)CC(=O)NC2CCCc3ccccc32)cc1OCC (centres undefined)
→ -1 | -1
> COc1ccc(C(=O)Nc2ccccc2NC(=O)c2ccco2)cc1OC
→ -8 | -2
> CNC[C@H](O)c1cccc(O)c1
→ 4 | -5

These rows are one share of the data; rates above refer to the full screens.
